Pin1 inh – human Pin1 inhibition; Q13526; Pin1 FP peptide displacement, HiFluor488, 10 min; Potency, µM (titrated, usually from 115 µM), for the others: at the top dose activity, negative = inhibition, usual class: inhibitors; actives 0.009% (n = 390,000); AID 504891; active means well fitted inhibition curve with a large enough effect in the polarisation, with a control signal flat, not every such curve was filed as active; inconclusive means small, poorly fitted or top-dose-only effect, or effect the other way, or a change in a side signal; inactive means no such curve, though single readings can be large or run the other way; the % refers to the polarisation; further: potency means the concentration at half of the fitted maximal effect; on the % scale 0 is the no-effect control and ±100 the full control effect
Target sequence (Q13526 whole entry, looked up): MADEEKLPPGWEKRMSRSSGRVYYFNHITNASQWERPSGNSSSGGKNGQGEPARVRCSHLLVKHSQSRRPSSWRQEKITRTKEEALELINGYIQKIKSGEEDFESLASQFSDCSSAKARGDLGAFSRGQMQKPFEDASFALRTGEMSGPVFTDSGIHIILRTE
JMJD2A Tudor – blocks the human JMJD2A Tudor domain; actives 4.4% (n = 390,000); Potency, µM (series often up to 114 µM), inactives show top-dose activity change, negative = inhibition, actives largely listed as inhibitors; O75164; AlphaScreen JMJD2A-Tudor / H3K4me3 peptide binding; further: potency means the concentration at half of the fitted maximal effect; on the % scale 0 is the no-effect control and ±100 the full control effect; nearly all actives have a fitted effect of over 50% in size
G9a inh – blocks human histone lysine methyltransferase G9a | Q96KQ7 | actives 8.8% (n = 350,000) | G9a H3K9 monomethylation, AlphaScreen, 2 h | Potency, µM (doses to about 102 µM), inactives show top-dose activity, negative = inhibition, hits mostly inhibitors; further: potency means the concentration at half of the fitted maximal effect; on the % scale 0 is the no-effect control and ±100 the full control effect; nearly all actives have a fitted effect of over 75% in size
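Quantitative HTS format: methyltransferase activity on a biotin-tagged H3K9 peptide is measured by AlphaScreen, using a rabbit anti-monomethyl-H3K9 antibody with streptavidin donor and anti-IgG acceptor beads. Final levels are 20 nM enzyme, 500 nM peptide, 20 uM SAM; 2 h RT.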
HP1b chromo inh – blocks HP1-beta chromodomain binding to methylated histone tails | Potency, µM (top dose mostly 114 µM), inactives show at the top dose activity change, negative = inhibition, usual class: inhibitors | actives 0.56% (n = 390,000) | AlphaScreen HP1-beta / biotin-H3K9me3 peptide binding; further: potency means the concentration at half of the fitted maximal effect; nearly all actives have a fitted effect of over 70% in size; inactives centre near 23
Target sequence (P83916 whole entry, looked up): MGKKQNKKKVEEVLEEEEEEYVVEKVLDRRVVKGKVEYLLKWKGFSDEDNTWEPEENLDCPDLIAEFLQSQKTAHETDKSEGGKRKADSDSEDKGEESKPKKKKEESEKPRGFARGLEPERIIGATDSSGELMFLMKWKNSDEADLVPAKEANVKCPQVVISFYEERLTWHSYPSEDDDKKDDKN
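Compound inhibition of the preformed complex between 50 nM HP1-beta and 50 nM biotinylated H3K9me3 peptide was read by AlphaScreen. Buffer was PBS pH 7.4 with 0.01% Tween-20. Incubations ran 30 min at room temperature, with 10 ug/mL donor/acceptor beads.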
Pol eta inh – DNA polymerase eta (human) inhibition | Q9Y253 | recombinant Pol eta, fluorescent DNA replication assay | Potency, µM (highest dose often 114 µM), for the others: top-dose activity change, negative = inhibition, most hits filed as inhibitors | actives 1.2% (n = 390,000); further: potency means the concentration at half of the fitted maximal effect; on the % scale 0 is the no-effect control and ±100 the full control effect
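Fluorescent replication assay: 50 nM final substrate added after a 15 min room-temperature compound preincubation with 10 nM enzyme. Signal taken at 0 min and again at 10 min.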
GLS inh – inhibitors of human glutaminase (GLS); actives 0.21% (n = 410,000); Potency, µM (highest dose often 45.5 µM), without a hit: at the highest dose activity change, negative = inhibition, most hits filed as inhibitors; GLS enzymatic activity, qHTS titration; O94925; AID 624170; further: potency means the concentration at half of the fitted maximal effect; on the % scale 0 is the no-effect control and ±100 the full control effect
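hKGA in 45 mM KH2PO4 pH 8.2, 0.02% Tween-20 with pin-transferred compounds; 1 mM L-glutamine (stock) plus glutamate oxidase/HRP/Amplex Red coupling added. Fluorescence read initially and after 30 min at RT.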
Tb PGK inh – inhibitors of T. brucei phosphoglycerate kinase; P07378; actives 0.043% (n = 380,000); PGK/GAPDH coupled, Kinase-Glo luminescence, 60 min; AID 602233; Potency, µM (top dose mostly 57.5 µM), inactives show at the top dose activity change, negative = inhibition, hits mostly inhibitors; further: potency means the concentration at half of the fitted maximal effect; on the % scale 0 is the no-effect control and ±100 the full control effect; nearly all actives have a fitted effect of over 60% in size
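Luminescent ATP detection (Kinase-Glo Plus) follows a 60-minute room-temperature incubation, with wells lacking PGK as controls. Buffer: 100 mM TEA (pH 7.6), 5 mM MgCl2, 0.01% Tween-20. Coupling enzyme GAPDH (100 nM final) supplies unstable 1,3-BPG in-well.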
PI4K2A inh – blocks human PI4K2A kinase activity; activity change, negative = inhibition, % at 76.9 µM; purified PI4K2A, ADP-Glo luminescence, 1 h; active compounds read low; actives 0.13% (n = 420,000); AID 1346378; in the data active means activity change below about -50%; inconclusive means mostly about -30% to -49%;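 further: -100% = wells without enzyme as full effect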
Target sequence (Q9BTU6 whole entry, looked up): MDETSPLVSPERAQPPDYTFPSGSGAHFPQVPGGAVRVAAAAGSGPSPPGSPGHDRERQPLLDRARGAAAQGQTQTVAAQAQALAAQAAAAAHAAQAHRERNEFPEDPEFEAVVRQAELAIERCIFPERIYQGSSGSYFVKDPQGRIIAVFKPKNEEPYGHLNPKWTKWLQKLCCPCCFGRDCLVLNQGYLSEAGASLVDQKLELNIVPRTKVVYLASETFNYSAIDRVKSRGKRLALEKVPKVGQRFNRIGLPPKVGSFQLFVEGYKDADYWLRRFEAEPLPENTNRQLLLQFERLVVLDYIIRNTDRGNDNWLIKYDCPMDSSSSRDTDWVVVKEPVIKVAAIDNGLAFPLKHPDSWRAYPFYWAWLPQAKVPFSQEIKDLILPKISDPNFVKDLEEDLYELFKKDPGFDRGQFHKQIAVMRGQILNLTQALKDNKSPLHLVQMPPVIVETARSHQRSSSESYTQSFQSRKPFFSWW
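Compounds are screened against recombinant PI4K2A using PI as substrate and ATP, the latter dispensed at 300 microM. Reactions run one hour at ambient temperature before ADP-Glo detection; full inhibition defined by wells lacking enzyme.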
BAZ2B inh – BAZ2B (human) inhibition. AlphaScreen BAZ2B-H3K14Ac peptide displacement. Potency, µM (top dose mostly 114 µM), for the others: top-dose activity change, negative = inhibition, hits mostly inhibitors. actives 4.4% (n = 360,000). AID 504333; further: potency means the concentration at half of the fitted maximal effect; on the % scale 0 is the no-effect control and ±100 the full control effect; nearly all actives have a fitted effect of over 60% in size
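In this displacement format the biotinylated H3(5-23) peptide acetylated at Lys14 serves as ligand at 50 nM, with BAZ2B at 50 nM in PBS pH 7.4 containing 0.01% Tween-20. Donor and acceptor beads are 10 ug/mL final.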
The depositor's hits bear a star; i = inactive; ? = inconclusive; . = not tested or not shown; [ ] = remark or other dose. Unless noted, the call rests on the fitted dose curve; in most records, active means well fitted curve in the direction sought with a large enough effect; inconclusive means small, poorly fitted or top-dose-only effect, or another doubt; inactive means no such curve, though single readings can be large; an effect the other way counts as inactive or inconclusive. These rows are one share of the data; rates above refer to the full screens.

Tb PGK inh,Pin1 inh,JMJD2A Tudor,G9a inh,PI4K2A inh,Pol eta inh,GLS inh,HP1b chromo inh,BAZ2B inh,Compound
2%,2%,2%,8%,-1,-24%,15%,54%[activator],0%,CCOc1ccc(N(C(=O)c2ccccc2Cl)C2=NC(C)(C)CS2)cc1
1%,4%,-11%,7%[0.0925 µM],0,2%,23%,24%,?,C=CCNC(=O)c1onc(CSc2cc(C)cc(C)c2)c1C(=O)O
10%,-2%,-9%[57.1 µM],-13%,0,-26%,3%,36%,-31%,CCNC(=S)N1CCN(c2nc(CC)nc3sc4c(c23)CCCC4)CC1
-8%,-8%,-36%,?,-8,-20%,1%,55%[activator],1%,Cn1nc(C(=O)NCc2ccc(Cl)cc2)c2c1-c1ccccc1SC2
-7%,6%,3%[11.4 µM],?,-3,-10%,3%,-6%,-20%,COc1ccc(/C(C)=N/NS(=O)(=O)c2cc(C)ccc2C)c(OC)c1
.,5%,-5%,22%[59 µM],-7,-12%,-2%,24%,9%,COc1ccnc(Oc2ccccc2)c1C#N
-11%,1%,-13%,-5%[59 µM],-1,-15%,5%,31%,-3%,O=C(Nc1nc(-c2cccs2)cs1)c1ccc(Cl)s1
-2%,0%,-15%,5%[59 µM],-5,-8%,-1%,8%,8%,Cc1ccc(Cl)cc1NC(=O)c1ocnc1C
i,1%,?,-24%[59 µM],1,2%,21%,-11%,-36%,Cc1ccc(N2CCN(c3c(CN4CCCC4)c(=O)oc4ccccc34)CC2)c(C)c1
i,36%[activator],-20%,5%[59 µM],-8,-20%,0%,30%,8%,CN(c1ccc(OCC(=O)OCC(=O)Nc2c(F)c(F)c(F)c(F)c2F)cc1)S(=O)(=O)c1ccc(F)cc1
-1%,4%,-30%,4%[59 µM],-2,?,8%,0%,.,O=C(Nc1ccc(Cl)c(Cl)c1)N(Cc1c[nH]c2ccccc12)C1CCCCC1
7%,3%,-4%[57.1 µM],17%,3,-6%,0%,37%,9%,CN(Cc1cn(-c2ccccc2)nc1-c1ccc(F)cc1)C(=O)CCC(=O)O
-3%,-7%,2%,45µM*,-4,-6%,-1%,-8%,-6%,CCOC(=O)c1sc(C)nc1C1CCN(C(=O)OCC)CC1
i,3%,-9%,.,-1,-15%,-8%,10%,.,COC(=O)C1=C(C(=O)OC)[C@@H]2Nc3ccccc3[C@@]23C[C@@H](C(=O)OC)N(C(=O)C2CCC2)C3=N1
?,.,11µM*,?,-2,?,4%,35µM*,13µM*,CCCSC1=N/C(=C\c2ccc([N+](=O)[O-])o2)C(=O)S1
-4%,?,7%,-1%[59 µM],2,-21%,0%,28%,-2%,Cc1ccc2c(c1)N(C(=O)c1ccc(F)cc1)C(C)(C)CC2(C)c1ccccc1 (centres undefined)
.,15%,-32%,5µM*,0,-5%,-25%,-35%,-3%,c1csc(-c2nn3c(C4COc5ccccc5O4)nnc3s2)c1 (centres undefined)
-6%,1%,-15%,27%[59 µM],3,-8%,-4%,18%,2%,O=C(Cn1cnc2c(nnn2Cc2ccccc2)c1=O)c1ccccc1
3%,5%,-3%,17%[59 µM],-5,-12%,-1%,35%,-2%,COc1cc2c(cc1C1NC(=S)NC(C)=C1C(=O)N(C)C)CCCC2 (centres undefined)
-3%,2%,-2%,14%,2,-22%,-10%,27%,1%,CC(=O)Nc1cc(-c2nn(C)c(=O)c3ccccc23)ccc1N1CCOCC1

Complete entries, looked up by structure:
Entry for CCCSC1=N/C(=C\c2ccc([N+](=O)[O-])o2)C(=O)S1 = Tb PGK inh: ?; Pin1 inh: .; JMJD2A Tudor: 11µM*; G9a inh: ?; PI4K2A inh: -2; Pol eta inh: ?; GLS inh: 4%; HP1b chromo inh: 35µM*; BAZ2B inh: 13µM*
Entry for CN(Cc1cn(-c2ccccc2)nc1-c1ccc(F)cc1)C(=O)CCC(=O)O = Tb PGK inh: 7%; Pin1 inh: 3%; JMJD2A Tudor: -4%[57.1 µM]; G9a inh: 17%; PI4K2A inh: 3; Pol eta inh: -6%; GLS inh: 0%; HP1b chromo inh: 37%; BAZ2B inh: 9%

Additional structures.
Tb PGK inh,Pin1 inh,JMJD2A Tudor,G9a inh,PI4K2A inh,Pol eta inh,GLS inh,HP1b chromo inh,BAZ2B inh,Compound
-1%,0%,-11%,22%,1,-9%,-15%,30%,-1%,Cc1cc(C)nc(N2CCN(C(=O)c3ccc(S(=O)(=O)N4CCCCCC4)cc3)CC2)n1
-10%,1%,-24%,.,-4,-14%,6%,17%,-10%,O=C(NCc1ccc(C(F)(F)F)cc1)C1CC(c2ccccc2[N+](=O)[O-])=NO1 (centres undefined)
-29%,0%,?,?,-7,?,?,7%,-28%,O=C(/C=C/c1ccc(Br)cc1)NC(=S)Nc1ccc(S(=O)(=O)Nc2nccs2)cc1
7%,-2%,-31%,6%[59 µM],1,-5%,7%,10%,?,COc1ccc(NC(=O)CN2C(=O)CCc3cc(S(=O)(=O)N4CCOCC4)ccc32)c(OC)c1
-8%,-1%,2%,22%[59 µM],0,-17%,1%,57%[activator],-3%,Cc1ccc(NC(=O)c2ccc(CNS(=O)(=O)c3ccc4c(c3)C(C)(C)C(=O)N4C)cc2)cc1
-1%,1%,-1%,-7%,2,-10%,-7%,38%,10%,COC(CNC(=O)c1ccc2c(c1)ncn2-c1ccc(F)c(F)c1)OC
-5%,-1%,-9%,-5%[59 µM],3,-27%,-15%,81%[activator],-1%,FC(F)(F)c1cc(CO[C@@H]2CCCN[C@@H]2c2ccccc2)cc(C(F)(F)F)c1
1%,2%,4%,0%,3,-7%,-8%,24%,-16%,COc1ccc(CNC(=O)C2CCC(CNc3c(N4CCC(C)CC4)c(=O)c3=O)CC2)cc1 (centres undefined)
3%,-11%,-18%,?,-1,-14%,2%,27%,1%,CCn1c(C(C)NC(=O)c2cccc(C)c2)nc2ccccc21 (centres undefined)
-5%,2%,-13%,45µM*,-2,-23%,-3%,-7%,2%,CC(C)c1ccc(-c2nnc(N)s2)cc1
6%,-8%,-6%,-14%,4,-10%,2%,34%,3%,COC(C[C@@H]1O[C@@H]1[C@H](O)[C@@H](C)OCc1ccccc1)OC
-7%,33%[activator],-17%,?,1,-2%,-3%,14%[57 µM],-10%[57.1 µM],CCN1CCN(C(=O)C2CCN(c3nnc(C)c4c(C)n(-c5ccc(C)cc5)nc34)CC2)CC1
6%,.,.,.,3,-21%,-7%,.,.,COc1ccccc1NC(=O)N(C)C[C@@H]1OCc2ccccc2-c2c(n(C)c3ccccc23)C(=O)N([C@H](C)CO)C[C@@H]1C
-4%,-4%,-9%,-4%,5,-1%,11%,31%[activator],7%,CCOc1ccccc1N1CCN(C(=O)C(F)(F)F)CC1
5%,-18%,-14%[57.1 µM],-19%,-8,-16%,0%,28%,5%,Cc1[nH]n(-c2ccccc2)c(=O)c1/C=N/N1C(=O)c2cccc3cccc(c23)C1=O
-5%,10%,-16%,50µM*,2,-7%,-4%,43%,-9%,Cc1ccccc1-c1nc(CS(=O)(=O)CC(=O)NCc2ccc3c(c2)OCO3)c(C)o1
-4%,-2%,18%,40µM*,-1,-18%,1%,57%[activator],1%[57.1 µM],CCOC1(OCC)N=C(N)C2(C#N)C(c3cccc(C)c3)C12C#N (centres undefined)
-6%,.,.,.,-4,-3%,0%,.,.,COc1ccccc1CC(=O)Nc1cc(C)on1
2%,0%,6%,8%[12.7 µM],1,-20%,5%,34%,11%,O=C(CN1CCN(S(=O)(=O)c2ccccc2F)CC1)NCC1(N2CCOCC2)CCCCC1
-12%,?,-27%,-23%[59 µM],-8,12%,-20%,21%,-36%,Cc1nc2nc(NC(=O)c3ccc(Cl)cc3)[nH]n2c(=O)c1Cc1ccccc1
i,0%,?,32µM*,1,-8%,?,-15%,-3%,Cc1cccc(NCC(=O)NNC(=S)Nc2ccccc2)c1
-7%,?,-30%,?,0,22µM*,46%[activator],7%,?,O=C1/C(=C/c2ccco2)Oc2c1ccc(O)c2CN1CCCCC1
-1%,6%,?,.,0,-5%,-3%,-18%,2%,O=C(NCCNc1ccc(Cl)cc1[N+](=O)[O-])c1ccccc1F
-1%,1%,-14%,8%,-1,-12%,0%,9%,0%,Cc1ccc(-n2c(SCC(=O)N3CCCCC3)nc(O)cc2=O)cc1
5%,?,-9%,32%[12.7 µM],-9,-20%,-1%,56%[activator],-2%,COc1cc([C@@H]2[C@H]3CNCC=C3C(C#N)=C(N)C2(C#N)C#N)ccc1OC(C)C
2%,-4%,2%,34%[0.501 µM],-3,-17%,12%,21%,0%,O=C(Nc1c(F)cccc1F)c1ccc(-n2cncn2)nc1
-4%,12%,-13%,22%[59 µM],-7,-5%,-6%,46%[activator],11%,CC1(C)CC2CC(C)(CN2C(=O)Cc2ccccc2)C1 (centres undefined)
-6%,-4%,-4%,?,2,-7%,5%,22%,1%,O=c1nc(N2CCOCC2)ccn1-c1nc(-c2ccccc2)oc1-c1ccccc1
2%,-3%,-3%,23%,-10,4%,10%,20%,?,Cc1c(/C=C/C(=O)c2ccccc2)cnn1C
i,5%,-20%,6%[59 µM],2,-8%,-2%,23%,2%,Cn1c(SCc2ccc(F)cc2)nc2ccc(C(=O)NCc3ccc(F)cc3)cc21
-4%,4%,-19%,8%[59 µM],-1,-4%,-2%,11%,1%,CC(C)NC(=O)N1[C@H](c2cccs2)[C@@H](C)C(=O)[C@@H](C)[C@@H]1c1cccs1
4%,1%,-12%,-4%,0,-11%,4%,29%,11%,CCOC(=O)CCc1c(C)n(CC)c2ncnn2c1=O
